Assay outcomes as filed in PubChem BioAssay.
PRC2 inh – blocks human EZH2/PRC2 H3K27 methylation. DELFIA TRF, 1 h. inhibition, % at 12.5 µM. 0.35% of 57,000 active;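 active = mean inhibition of replicates at least 50% and every single replicate also reaching 50%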;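 note: dimethyl H3K27 on biotinylated H3 21-44 peptide detected by antibody; plate controls were median neutral control wells for no effect and median positive control wells for full effect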
IDH1 R132H inh – blocks human IDH1 R132H reductase activity. AID 624101. inhibition, % at 10 µM. 0.18% of 70,000 active. diaphorase/resazurin fluorescence, 60 min. O75874; in the data active = inhibition above about 34%;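 note: 0% = DMSO and 100% = no enzyme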
Target sequence (O75874 whole entry R132H): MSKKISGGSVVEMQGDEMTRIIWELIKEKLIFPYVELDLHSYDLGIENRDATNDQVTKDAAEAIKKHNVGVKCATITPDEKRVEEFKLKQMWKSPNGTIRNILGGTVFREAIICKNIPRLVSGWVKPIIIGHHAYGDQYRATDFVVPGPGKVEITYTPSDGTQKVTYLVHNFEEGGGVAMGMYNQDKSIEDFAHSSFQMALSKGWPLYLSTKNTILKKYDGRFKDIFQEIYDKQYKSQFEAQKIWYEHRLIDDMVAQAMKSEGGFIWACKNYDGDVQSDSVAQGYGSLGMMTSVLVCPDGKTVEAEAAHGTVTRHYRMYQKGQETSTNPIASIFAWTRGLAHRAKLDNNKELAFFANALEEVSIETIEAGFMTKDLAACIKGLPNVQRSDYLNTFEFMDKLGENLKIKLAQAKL
* marks the source's active call; other numbers are inactive results; nt = no result given. A portion of the library (hit frequency here may not be typical).

Structure	PRC2 inh	IDH1 R132H inh
C[C@H](CO)N1C[C@H](C)[C@@H](CN(C)Cc2cccnc2)Oc2cc(C#CCN(C)C)ccc2S1(=O)=O	nt	0.1
COc1ccc(NC(=O)N(C)C[C@@H]2Oc3c(NC(=O)Nc4ccc(C(F)(F)F)cc4)cccc3C(=O)N([C@@H](C)CO)C[C@H]2C)cc1	nt	0.7
C[C@@H]1CN([C@@H](C)CO)C(=O)c2cc(NC(=O)C3CCCCC3)ccc2O[C@@H]1CN(C)Cc1ccncc1	8.3	1.8
Cc1noc(C)c1NC(=O)N(C)C[C@@H]1OCc2cn(nn2)CCCC(=O)N([C@@H](C)CO)C[C@@H]1C	-1.3	1.5
C[C@H](CO)N1C[C@H](C)[C@H](CN(C)C(=O)c2ccccc2)OCCCC[C@H](C)Oc2ccc(NC(=O)Nc3ccc(F)cc3)cc2C1=O	nt	2.0
O=C(C[C@@H]1CC[C@H](NC(=O)Nc2ccccc2)[C@@H](CO)O1)NCc1cccc(F)c1	-0.8	-0.1
COc1cc(/C=N/NC(=O)c2ccccc2O)ccc1O	7.8	nt
C[C@@H]1CN([C@H](C)CO)S(=O)(=O)c2ccc(Br)cc2O[C@H]1CN(C)CC1CCOCC1	4.8	-2.4
CCOC(=O)CSc1nc(-c2ccccc2)nc2sc3c(c12)CCCC3	4.6	-0.3
C[C@@H]1CN([C@@H](C)CO)C(=O)c2cc(NC(=O)NC3CCCCC3)ccc2O[C@@H]1CN(C)S(=O)(=O)c1ccccc1	nt	0.1
O=C(C[C@@H]1C[C@H]2c3cc(NC(=O)C4CCOCC4)ccc3O[C@H]2[C@H](CO)O1)NCCc1ccccc1	-2.4	-1.0
CO[C@H]1CN(C)C(=O)c2cc(NC(=O)Nc3ccccc3F)ccc2OC[C@@H](C)N(Cc2ccccc2C(=O)O)C[C@H]1C	-7.8	-0.4
C[C@H](CO)N1C[C@H](C)[C@@H](CN(C)Cc2ccc(-c3ccccc3)cc2)Oc2cc(C#CC(C)(C)O)ccc2S1(=O)=O	31.2	-0.8
C[C@@H]1CN([C@@H](C)CO)S(=O)(=O)c2ccc(C3=CCCC3)cc2O[C@@H]1CN(C)C(=O)Nc1ccc2c(c1)OCO2	-10.7	1.3
C[C@H](CO)N1C[C@H](C)[C@H](CN(C)C(=O)Nc2ccc(C(F)(F)F)cc2)Oc2ccc(NC(=O)C3CC3)cc2CC1=O	-1.5	0.3

Entries of single compounds, quoted from the list. Screens in order: PRC2 inh, IDH1 R132H inh
`COc1cc(/C=N/NC(=O)c2ccccc2O)ccc1O` in the list: 7.8, nt
`C[C@@H]1CN([C@@H](C)CO)S(=O)(=O)c2ccc(C3=CCCC3)cc2O[C@@H]1CN(C)C(=O)Nc1ccc2c(c1)OCO2` in the list: -10.7, 1.3

Continued:
Structure	PRC2 inh	IDH1 R132H inh
O=C(Nc1ccc2c(c1)[C@@H]1C[C@@H](CC(=O)N3CCOCC3)O[C@H](CO)[C@@H]1O2)Nc1ccccc1F	2.7	-0.2
Cc1ccccc1-c1cnc2c(c1)C(=O)N([C@@H](C)CO)C[C@@H](C)[C@@H](CN(C)C(=O)c1ccc(F)cc1)O2	6.2	-2.0
C[C@H]1CCCCO[C@@H](CN(C)Cc2ccccc2)[C@@H](C)CN([C@@H](C)CO)C(=O)c2cc(NC(=O)Nc3cccc4ccccc34)ccc2O1	nt	-23.2
CN(C)CC(=O)N[C@@H]1CC[C@@H](CCNS(=O)(=O)c2ccccc2)O[C@@H]1CO	13.0	0.0
COc1ccc(S(=O)(=O)N(C)C[C@H]2Oc3ccc(NC(=O)Nc4c(C)noc4C)cc3C(=O)N([C@H](C)CO)C[C@@H]2C)cc1	nt	-2.4
COc1ccc(-c2ccc3c(c2)O[C@@H](CN(C)C(C)=O)[C@@H](C)CN([C@H](C)CO)S3(=O)=O)cc1	nt	-4.6
CO[C@@H]1CN(C)C(=O)c2ccc(NC(=O)C3CC3)cc2OC[C@@H](C)N(Cc2cccc(F)c2)C[C@@H]1C	-19.0	nt
COCC(=O)Nc1ccc2c(c1)C(=O)N(C)C[C@H](OC)[C@H](C)CN(Cc1ccccc1OC)[C@H](C)CO2	1.7	0.1
Cc1cccc(N(C)C(=S)Oc2ccc3ccccc3c2)c1	22.1	-0.6
O=C(Nc1sc2c(c1C(=O)NCc1cccnc1)CCCC2)c1ccc([N+](=O)[O-])cc1	2.2	0.2
CS(=O)(=O)N(CC(=O)Nc1ccc(Br)cc1F)c1ccc(F)c(Cl)c1	-9.8	0.0
CN1C(=O)C(O)(CC(=O)c2ccccn2)c2cc(Br)ccc21 (stereo unspecified)	5.2	4.9
Cc1ccc(C)c(NC(=O)CCCN2C(=O)c3ccccc3C2=O)c1	nt	-0.3
Cc1cccc(CN(C)C[C@@H]2Oc3ncc(-c4cc5ccccc5o4)cc3C(=O)N([C@H](C)CO)C[C@@H]2C)c1	nt	-3.8
COCC(=O)Nc1ccc2c(c1)[C@H]1C[C@@H](CC(=O)N3CCCCC3)O[C@@H](CO)[C@H]1O2	12.2	-1.1
Cc1cc(C)n2nc(SCC(=O)Nc3cccc([N+](=O)[O-])c3)nc2n1	2.9	0.2
CC(C)NC(=O)Nc1ccc2c(c1)C(=O)N([C@H](C)CO)C[C@@H](C)[C@@H](CN(C)C(=O)CCC(F)(F)F)OCCCC[C@H](C)O2	0.7	nt
COc1ccc(CCNc2cc(C)c3cccc(OC)c3n2)cc1OC	-12.8	0.3
CC(C)NC(=O)N(C)C[C@H]1OCCCC[C@@H](C)Oc2ccc(NC(=O)NC3CCCCC3)cc2C(=O)N([C@H](C)CO)C[C@H]1C	-1.7	nt
COc1ccccc1NC(=O)N[C@@H]1C=C[C@@H](CC(=O)N2CCC(Cc3ccccc3)CC2)O[C@H]1CO	-1.2	-0.3
COc1ccc(CN(C)C[C@H]2Oc3c(NC(=O)Nc4ccccc4)cccc3C(=O)N([C@@H](C)CO)C[C@@H]2C)cc1	-3.4	nt
C[C@H](CO)N1C[C@H](C)[C@H](CN(C)C(=O)Nc2ccc(F)cc2)OCCCC[C@H](C)Oc2ccc(NC(=O)Nc3cccc4ccccc34)cc2C1=O	nt	1.2
COc1ccccc1S(=O)(=O)N[C@@H]1CC[C@H](CCNC(=O)C2CC2)O[C@@H]1CO	2.0	0.1
C[C@@H]1CCCCO[C@H](CN(C)C(=O)C2CCCCC2)[C@@H](C)CN([C@@H](C)CO)C(=O)c2cc(NC(=O)c3ccncc3)ccc2O1	-2.2	1.8
CC(C)NC(=O)Nc1cccc2c1O[C@@H](CN(C)C(=O)NC1CCCCC1)[C@@H](C)CN([C@H](C)CO)C2=O	2.2	nt
COc1ccc(S(=O)(=O)N(C)C[C@@H]2Oc3ccc(NC(=O)CCCCCC(=O)Nc4ccccc4N)cc3CC(=O)N([C@H](C)CO)C[C@@H]2C)cc1	-10.4	nt
C[C@H](O)C#Cc1cnc2c(c1)C(=O)N([C@@H](C)CO)C[C@@H](C)[C@@H](CN(C)Cc1cccc(F)c1)O2	0.2	-0.1
C[C@@H]1CN([C@H](C)CO)C(=O)CCCn2nncc2CO[C@H]1CN(C)S(=O)(=O)c1ccc(Cl)cc1	0.9	-0.5
C[C@H]1CN([C@@H](C)CO)C(=O)c2cc(-c3ccccc3)cnc2O[C@@H]1CN(C)C(=O)NC1CCCC1	nt	0.0
CO[C@H](CN(C)C(=O)Nc1ccc(F)cc1)[C@@H](C)CN(Cc1ccccc1Cl)[C@H](C)CO	-0.4	-0.1
COc1ccc(S(=O)(=O)N[C@@H]2CC[C@H](CCn3cc(-c4cccc(F)c4)nn3)O[C@H]2CO)cc1	4.1	-0.1
C[C@@H]1CN([C@@H](C)CO)C(=O)c2cc(NS(C)(=O)=O)ccc2O[C@H]1CN(C)S(=O)(=O)c1ccccc1	nt	1.2
COc1ccc(NC(=O)C2(c3ccc(NC(=O)c4ccc(OC(C)=O)cc4)cc3)CCCC2)cc1	nt	1.5
NC(=O)c1ccc(NCCCN2CCOCC2)c([N+](=O)[O-])c1	-12.2	-0.1
COc1ccc(C(=O)NCCNc2ccc([N+](=O)[O-])cc2C(F)(F)F)cc1	6.6	0.1
C[C@H]1CN([C@@H](C)CO)C(=O)c2cc(NC(=O)CCCN(C)C)ccc2O[C@@H]1CN(C)Cc1ccc(C(F)(F)F)cc1	-9.6	0.0
COCC(=O)Nc1ccc2c(c1)C(=O)N(C)C[C@@H](OC)[C@@H](C)CN(CC1CC1)[C@@H](C)CO2	0.8	-0.2
C[C@@H]1CN([C@H](C)CO)C(=O)c2cc(Br)cnc2O[C@H]1CN(C)C(=O)C1CC1	12.4	-0.4
COc1ccc(NC(=O)N(C)C[C@H]2Oc3ccc(NC(=O)Nc4ccc(C(F)(F)F)cc4)cc3C(=O)N([C@@H](C)CO)C[C@H]2C)cc1	nt	1.3
C[C@H]1CCCCO[C@@H](CN(C)Cc2ccc(C(=O)O)cc2)[C@@H](C)CN([C@@H](C)CO)C(=O)c2cc(NS(C)(=O)=O)ccc2O1	nt	4.9
COc1ccc(NC(=O)N(C)C[C@@H]2Oc3ccc(NS(C)(=O)=O)cc3CC(=O)N([C@@H](C)CO)C[C@H]2C)cc1	nt	2.6
O=S(=O)(NCc1cccnc1)c1ccc(Cl)c(Cl)c1Cl	nt	0.2
CO[C@H]1CN(C)C(=O)c2ccc(NC(=O)c3cc(C)on3)cc2OC[C@@H](C)N(C(C)=O)C[C@@H]1C	-0.8	0.3
C[C@H](CO)N1C[C@H](C)[C@H](CN(C)C(=O)Nc2cccc3ccccc23)Oc2c(NC(=O)NC3CCCCC3)cccc2C1=O	-1.1	nt
CN(C)C(=O)C[C@@H]1C[C@@H]2c3cc(NS(=O)(=O)c4ccccc4)ccc3O[C@@H]2[C@H](CO)O1	15.9	0.0

Some of the entries above, set out differently.
C[C@H](CO)N1C[C@H](C)[C@H](CN(C)C(=O)Nc2cccc3ccccc23)Oc2c(NC(=O)NC3CCCCC3)cccc2C1=O
  PRC2 inh: -1.1
  IDH1 R132H inh: nt
CN(C)C(=O)C[C@@H]1C[C@@H]2c3cc(NS(=O)(=O)c4ccccc4)ccc3O[C@@H]2[C@H](CO)O1
  PRC2 inh: 15.9
  IDH1 R132H inh: 0.0

The list goes on.
Structure	PRC2 inh	IDH1 R132H inh
CC(C)CC#Cc1ccc2c(c1)O[C@H](CN(C)C(=O)Nc1ccccc1)[C@H](C)CN([C@@H](C)CO)S2(=O)=O	1.6	-0.1
CO[C@H]1CN(C)C(=O)c2cc(NC(=O)c3ccc(F)cc3)ccc2OC[C@H](C)NC[C@H]1C	-6.1	nt
Cc1c(NC(=O)CN(c2cccc(Cl)c2Cl)S(C)(=O)=O)cccc1[N+](=O)[O-]	-7.0	0.5
Cc1ccc(-n2c(C)nnc2SCC(=O)Nc2ccc(Cl)cc2Cl)cc1	-3.8	-0.4
CC(C)NC(=O)Nc1ccc2c(c1)C(=O)N([C@H](C)CO)C[C@@H](C)[C@H](CN(C)CC1CCCCC1)O2	3.3	1.2
O=C(NCCCN1CCCC1=O)c1cc(-c2cccnc2)nc2ccc(Br)cc12	14.7	0.1
CC(=O)N(C)C[C@@H]1Oc2ncc(-c3ccccc3C)cc2C(=O)N([C@@H](C)CO)C[C@@H]1C	-17.6	0.5
C=CCN1C(=O)[C@@]2(O[C@@H](CCn3cc([C@H](O)c4ccccc4)nn3)[C@H]([Si](C)(C)c3ccc(OC)cc3)[C@H]2C)c2cc(N3C(=O)c4cccc5cccc3c45)ccc21	5.2	-0.8
COc1cc2c(cc1OC)CN(C(=O)[C@@H]1[C@H]3C(=O)O[C@H](c4ccccc4)[C@H](c4ccccc4)N3[C@H](c3ccccc3OCCO)[C@@]13C(=O)Nc1ccc(C#CC4(O)CCCCCC4)cc13)CC2	-37.3	nt
COc1ccccc1CNC(=O)C[C@H]1C[C@@H]2c3cc(N(C)C)ccc3O[C@@H]2[C@@H](CO)O1	-8.6	-5.4
C[C@@H]1CN([C@H](C)CO)C(=O)c2cc(C#CC3CCCCC3)cnc2O[C@@H]1CN(C)Cc1cccnc1	-12.1	0.2
COc1ccccc1S(=O)(=O)N[C@H]1CC[C@@H](CCNC(=O)C2CCCCC2)O[C@H]1CO	-8.3	0.3
O=C(C[C@@H]1CC[C@H](NC(=O)Nc2ccccc2)[C@H](CO)O1)NCc1cccc(F)c1	5.1	-0.5
C[C@@H]1CN([C@@H](C)CO)C(=O)c2cccc(NC(=O)C3CCOCC3)c2O[C@@H]1CN(C)Cc1ccc(Oc2ccccc2)cc1	4.6	-1.0
Cc1ccc(S(=O)(=O)N(C)C[C@H]2Oc3c(NC(=O)Nc4ccc(F)cc4)cccc3C(=O)N([C@H](C)CO)C[C@@H]2C)cc1	-18.8	nt
CCOC(=O)c1sc2ncn(CC(=O)Nc3ccc(OC)cc3)c(=O)c2c1C	-0.6	0.1
CCNC(=O)C[C@@H]1C=C[C@@H](NS(=O)(=O)c2ccc(F)cc2)[C@@H](CO)O1	9.5	0.0
C[C@H](CO)N1C[C@H](C)[C@H](CN(C)C)OCCCC[C@H](C)Oc2ccc(NS(C)(=O)=O)cc2C1=O	5.8	2.4
C[C@@H]1CN([C@@H](C)CO)C(=O)c2cc(-c3ccccc3)cnc2O[C@H]1CN(C)C	9.8	-1.7
C/C=C/c1ccc2c(c1)O[C@H](CN(C)C(=O)Nc1ccc(F)cc1)[C@@H](C)CN([C@H](C)CO)S2(=O)=O	-7.0	-0.8
C[C@H]1CN([C@@H](C)CO)C(=O)Cc2cc(NC(=O)c3ccncc3)ccc2O[C@@H]1CN(C)Cc1ccc(Oc2ccccc2)cc1	-50.4	0.1
CCCC(=O)Nc1ccc2c(c1)C(=O)N(C)C[C@H](OC)[C@@H](C)CN(Cc1ccncc1)[C@@H](C)CO2	-1.9	0.4
